# Ecoli WT expand = growth inhibitors of E. coli BW25113 wild type. OD600 absorbance. growth inhibition, % at 100 µM. 0.15% of 98,000 active;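 active = growth inhibition above about 50% at one test dose, limit read from the data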;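 note: growth measured after 20 h incubation at 37 °C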
# sEH act = soluble epoxide hydrolase (human) activation; P34913; purified human sEH enzymatic activity, activator screen; activation, % at 2 µM; 0.04% of 91,000 active; AID 717; in the data active = activation above about 37%; note: values of inactives mirror those of a sister screen read the other way
# PostGolgi yeast = growth inhibition of a yeast mutant, post-Golgi transport screen; AID 739; post-Golgi transport phenotypic cell assay; inhibition, % at 10 µM; 0.9% of 98,000 active;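 note: yeast cells grown in 1536-well plates; yeast grown about 18 h at 30C before absorbance read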
# sEH inhibitor = blocks human soluble epoxide hydrolase activity; recombinant human sEH enzymatic activity assay; AID 707; 0.34% of 91,000 active; inhibition, % at 2 µM; in the data active = inhibition above about 80%; note: values of inactives mirror those of a sister screen read the other way; many of its hits are not listed in these tables
# PLAP act = human PLAP activation; purified PLAP enzyme, luminescent substrate read-out; hits give high values; 1.2% of 96,000 active; activation fold at 20 µM; in the data active = activation fold above about 2
# Target sequence (P05187 whole entry, looked up): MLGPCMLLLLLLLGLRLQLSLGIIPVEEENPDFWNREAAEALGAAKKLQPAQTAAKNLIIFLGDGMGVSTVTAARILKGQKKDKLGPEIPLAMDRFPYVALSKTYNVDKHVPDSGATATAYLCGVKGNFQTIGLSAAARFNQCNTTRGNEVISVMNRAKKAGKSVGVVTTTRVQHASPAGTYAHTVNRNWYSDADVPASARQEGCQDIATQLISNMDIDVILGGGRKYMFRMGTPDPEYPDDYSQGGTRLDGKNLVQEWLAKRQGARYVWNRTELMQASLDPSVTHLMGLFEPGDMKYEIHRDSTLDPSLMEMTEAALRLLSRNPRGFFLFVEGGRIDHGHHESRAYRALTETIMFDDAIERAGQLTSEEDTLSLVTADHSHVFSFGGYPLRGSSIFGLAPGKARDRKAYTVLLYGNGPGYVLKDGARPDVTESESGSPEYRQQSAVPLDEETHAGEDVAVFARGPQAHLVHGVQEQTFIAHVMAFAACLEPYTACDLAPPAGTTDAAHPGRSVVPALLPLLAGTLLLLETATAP
# S1P2 blocker = antagonists of human S1P2 receptor. inhibition, % at 5 µM. O95136. 0.21% of 97,000 active. cell-based S1P2 antagonist assay, inhibition at 5 uM. AID 736; in the data active = inhibition above about 45%;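 note: CRE beta-lactamase reporter cells expressing human S1P2 stimulated with S1P; 0% = agonist at EC80 alone and 100% = agonist plus reference antagonist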
# Target sequence (O95136 whole entry, looked up): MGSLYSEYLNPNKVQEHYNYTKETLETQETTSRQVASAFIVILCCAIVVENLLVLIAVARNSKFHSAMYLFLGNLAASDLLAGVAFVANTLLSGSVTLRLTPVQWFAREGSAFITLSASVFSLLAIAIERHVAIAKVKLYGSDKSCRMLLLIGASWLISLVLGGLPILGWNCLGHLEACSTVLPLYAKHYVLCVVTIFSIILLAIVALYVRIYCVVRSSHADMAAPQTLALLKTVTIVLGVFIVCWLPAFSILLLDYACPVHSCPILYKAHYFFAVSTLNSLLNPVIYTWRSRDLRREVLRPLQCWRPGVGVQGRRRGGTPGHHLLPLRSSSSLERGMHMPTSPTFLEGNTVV
# PostGolgi ctrl = inhibits growth of the yeast control strain; efflux-deficient yeast background strain, growth absorbance A615, 16 h; inhibition, % at 10 µM; 5% of 98,000 active
# Mac1 fbg inh = blocks human CD11b/CD18 adhesion to fibrinogen; P05107+P11215; 0.54% of 93,000 active; inhibition, % at 10 µM; K562 CD11b/CD18 adhesion to fibrinogen, ATPlite luminescence; Mn2+ added to activate the integrin; AID 1497;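 active = primary inhibition of 50% or more at 10 µM, then 40% or more on retest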; note: some results filed as inactive read as strong as hits
# S1P2 agonist = S1P2 (human) receptor agonism | 0.46% of 97,000 active | O95136 | activation, % at 4.5 µM | AID 729 | S1P2-expressing cell line, agonist reporter read-out; in the data active = activation above about 16%;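 note: 0% = vehicle low control and 100% = maximal reference agonist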
# Numbers without * were called inactive; . = no result given. Cut-off read from the data, not from the text of the source, unless noted: active = inhibition above about 30%; inactive = the rest.
[1] O=C(Nc1ccccc1)N(Cc1ccc(Cl)cc1)CC(O)C(F)(F)F (stereo not drawn)
[2] O=S(=O)(NCc1cc(-c2ccc(Cl)cc2)no1)c1ccc(Cl)cc1
[3] CC(=O)N1CCN(c2ccccc2NC(=O)COc2cc(C)ccc2C(C)C)CC1
[4] COc1ccc2oc(=O)c(C(=O)N3CCc4ccccc43)cc2c1
[5] Cc1ccc(C(=O)CN(C(=O)c2ccc(Cl)c(Cl)c2)N2C(=O)C3CCCCC3C2=O)cc1C (stereo not drawn)
[6] N#CCC(=O)NCCCOC(=O)Nc1ccc(Cl)c(Cl)c1

entry no.	1	2	3	4	5	6
Ecoli WT expand	-12	-11	-21	2	-11	15
sEH act	6	-6	1	.	-13	-10
PostGolgi yeast	-9	-2	-5	4	-5	-7
sEH inhibitor	0	7	-3	.	14	11
PLAP act	0.9	1	1.7	0.9	1.1	0.9
S1P2 blocker	-8	-4	-28	18	-25	21
PostGolgi ctrl	12	17	15	-3	1	-3
Mac1 fbg inh	.	.	-2	-16	-9	-2
S1P2 agonist	-7	-5	-4	-5	-2	-8

[7] O=C(NCC1CCCO1)c1ccc(/C=N/O)nc1 (stereo not drawn)
[8] CCCOc1ccc(N2C(=O)CC(N(Cc3ccc(S(N)(=O)=O)cc3)C(=O)CC)C2=O)cc1 (stereo not drawn)
[9] CCc1ccccc1NC(=O)CN(C)C(=O)CN1C(=O)NC2(CCCCCC2)C1=O
[10] CC(Sc1nncn1C)C(=O)Nc1ccccc1-c1ccccc1 (stereo not drawn)
[11] Cc1nnc2c3ccccc3c(-c3cccc4ccccc34)nn12
[12] Cc1nn(-c2ccccc2)c(C)c1P(=O)(c1ccccc1)N(C)C (stereo not drawn)

entry no.	7	8	9	10	11	12
Ecoli WT expand	4	-7	4	-15	0	2
sEH act	-5	1	13	.	8	-8
PostGolgi yeast	-4	3	20	1	2	5
sEH inhibitor	5	-1	-14	.	-9	7
PLAP act	0.9	1.3	1.7	1.1	1	1.1
S1P2 blocker	16	-11	14	7	-3	0
PostGolgi ctrl	15	5	-1	-3	1	1
Mac1 fbg inh	-23	9	-16	-5	23	-11
S1P2 agonist	1	2	-8	-6	-1	0

[13] COc1ccc(/C=C2\CCc3ccccc3C2=O)cc1OC
[14] CCOC(=O)C1=C(C)NC2=C(C(=O)CC(C)(C)C2)C1c1coc2ccccc2c1=O (stereo not drawn)
[15] O=C(c1ccc(Br)o1)N(c1ccc(Br)cc1)C1C=CS(=O)(=O)C1 (stereo not drawn)
[16] COc1ccc(C2(C(=O)O)CCCC2)cc1
[17] Cc1ccc(NC2CC(=O)N(c3ccc(N4CCCCC4)cc3)C2=O)cc1 (stereo not drawn)
[18] Cc1nnc(SCC(=O)Nc2ccc(Cl)cn2)[nH]c1=O

entry no.	13	14	15	16	17	18
Ecoli WT expand	3	.	6	1	6	.
sEH act	8	8	-5	5	5	-9
PostGolgi yeast	-3	.	3	-3	8	.
sEH inhibitor	-8	-6	8	-5	-1	12
PLAP act	1.3	.	1.3	1.3	1.1	.
S1P2 blocker	-2	7	-8	22	-7	4
PostGolgi ctrl	23	.	16	4	-3	.
Mac1 fbg inh	1	.	-57	-14	1	.
S1P2 agonist	-3	-2	0	-3	-3	-5

[19] Cc1nn(-c2ccccc2)c2[nH]c(C(F)(F)F)cc(=O)c12
[20] CCC(=O)Nc1ccc(F)c(Cl)c1
[21] Clc1ccc(OCc2nc(-c3ccccn3)n[nH]2)cc1
[22] CC(NC(=O)c1csc2ccccc12)C1CCCO1 (stereo not drawn)
[23] O=C(c1ccccc1)N1CCN(CC(O)COCC2CC=CCC2)CC1 (stereo not drawn)
[24] Cc1nc2ccccc2c(=O)n1/N=C/c1ccccc1

entry no.	19	20	21	22	23	24
Ecoli WT expand	-2	3	13	1	5	0
sEH act	9	7	5	5	10	4
PostGolgi yeast	-6	6	-2	18	14	2
sEH inhibitor	-14	-9	-2	-2	-12	-6
PLAP act	1	1.2	2.3*	1	1.7	0.9
S1P2 blocker	6	-14	4	7	9	1
PostGolgi ctrl	20	-1	0	-3	3	6
Mac1 fbg inh	55	3	3	0	6	.
S1P2 agonist	-2	-9	-3	-4	-4	-4

[25] CC(Sc1nnc(Cc2cccs2)n1C1CCCCC1)C(=O)NCc1ccco1 (stereo not drawn)
[26] Cc1nnc(C)c2c(C)n(-c3ccc(Br)cc3)c(C)c12
[27] O=C(CSc1nc2ccccc2c(=O)n1-c1cccc(C(F)(F)F)c1)NC1CC1
[28] C=C(C)Cn1c(N2CCN(CC)CC2)nc2c1c(=O)[nH]c(=O)n2C
[29] CCCC(C)NC(=O)c1ccc2[nH]c3c(c2c1)CC(C)CC3 (stereo not drawn)
[30] CCOC(=O)/C(C#N)=C\N(C)C

entry no.	25	26	27	28	29	30
Ecoli WT expand	-10	-3	10	5	-8	5
sEH act	-6	-5	1	8	14	-7
PostGolgi yeast	-2	5	1	3	-12	14
sEH inhibitor	5	3	-7	-9	-14	6
PLAP act	1.7	0.9	0.9	1	0.9	0.9
S1P2 blocker	1	10	8	11	-29	-5
PostGolgi ctrl	22	0	7	0	20	-3
Mac1 fbg inh	-12	-4	-1	6	17	.
S1P2 agonist	0	-2	-6	-3	-3	-2

[31] Brc1ccc(OCCn2ccnc2)cc1
[32] Cc1nn2c(N3CCOCC3)c3c(nc2c1-c1ccccc1)CCCC3
[33] Cc1cc(F)ccc1S(=O)(=O)Nc1c(C)n(C)n(-c2ccccc2)c1=O
[34] OC(COc1ccc2ccccc2c1)Cn1ccnc1 (stereo not drawn)
[35] S=C(NCc1ccccn1)Nc1cccc(Cl)c1
[36] O=S(=O)(c1ccc(Br)cc1)N1CCN(c2ccc3nnc(-c4ccccc4)n3n2)CC1

entry no.	31	32	33	34	35	36
Ecoli WT expand	55*	1	6	16	15	-12
sEH act	-4	8	4	2	-9	0
PostGolgi yeast	6	1	-9	10	16	16
sEH inhibitor	5	-8	-2	-4	8	-2
PLAP act	1.1	1.5	1.1	1.5	0.9	1.3
S1P2 blocker	25	-16	-7	15	22	-2
PostGolgi ctrl	2	79*	12	9	2	56*
Mac1 fbg inh	3	-4	-6	7	.	6
S1P2 agonist	-4	-8	-3	-7	-4	-6

# An excerpt from above in order of formula weight, high to low.
[36] O=S(=O)(c1ccc(Br)cc1)N1CCN(c2ccc3nnc(-c4ccccc4)n3n2)CC1
[33] Cc1cc(F)ccc1S(=O)(=O)Nc1c(C)n(C)n(-c2ccccc2)c1=O
[28] C=C(C)Cn1c(N2CCN(CC)CC2)nc2c1c(=O)[nH]c(=O)n2C
[35] S=C(NCc1ccccn1)Nc1cccc(Cl)c1
[31] Brc1ccc(OCCn2ccnc2)cc1
[30] CCOC(=O)/C(C#N)=C\N(C)C

entry no.	36	33	28	35	31	30
Ecoli WT expand	-12	6	5	15	55*	5
sEH act	0	4	8	-9	-4	-7
PostGolgi yeast	16	-9	3	16	6	14
sEH inhibitor	-2	-2	-9	8	5	6
PLAP act	1.3	1.1	1	0.9	1.1	0.9
S1P2 blocker	-2	-7	11	22	25	-5
PostGolgi ctrl	56*	12	0	2	2	-3
Mac1 fbg inh	6	-6	6	.	3	.
S1P2 agonist	-6	-3	-3	-4	-4	-2

# Next part.
[37] Cn1cccc1/C=N/n1cnnc1
[38] CCN(C(=O)CSc1nc2nc(C)cc(C)n2n1)c1cccc(C)c1
[39] O=C(Nc1cccc(O)c1)c1cccc(S(=O)(=O)N2CCCC2)c1
[40] c1coc(-c2nc3nc4ccccc4nc3n2-c2ccc3c(c2)OCCO3)c1
[41] CCCC(=O)Nc1nc(C)c(-c2csc(Nc3ccccc3C)n2)s1
[42] Cc1ccc(Nc2nc(N)nc(CN3CCN(Cc4ccc5c(c4)OCO5)CC3)n2)cc1

entry no.	37	38	39	40	41	42
Ecoli WT expand	5	6	0	-3	-4	5
sEH act	.	21	-28	.	-12	2
PostGolgi yeast	11	-5	-3	-2	1	-2
sEH inhibitor	.	-25	27	.	13	2
PLAP act	0.9	1.3	0.9	1.1	1.1	1.5
S1P2 blocker	14	-96	9	.	-2	17
PostGolgi ctrl	3	-7	18	12	-6	6
Mac1 fbg inh	-19	13	-2	5	13	.
S1P2 agonist	0	4	-8	.	-3	-1

[43] COc1cccc(CNc2ccc3c(c2)ncn3C(C)C)c1OC
[44] CSC(=O)CC(=O)NC(=O)c1ccccc1
[45] COc1ccc2nc3oc(C(=O)NC4CCN(Cc5ccccc5)CC4)cc3cc2c1
[46] Cc1ccc(O)c(-c2cc(C(=O)NCc3ccncc3)[nH]n2)c1
[47] C=Cn1c(C(=O)O)cc(CC)c1-c1ccccc1
[48] O=C(CN(c1ccccc1)S(=O)(=O)c1ccccc1)NCCSCc1ccco1

entry no.	43	44	45	46	47	48
Ecoli WT expand	1	-15	6	5	1	-3
sEH act	2	2	1	5	0	-8
PostGolgi yeast	2	4	-1	6	-1	3
sEH inhibitor	-1	-7	1	-4	0	10
PLAP act	1.6	1	.	2.9*	1	0.9
S1P2 blocker	12	3	-10	10	5	11
PostGolgi ctrl	-6	-9	19	-2	9	7
Mac1 fbg inh	5	-38	.	-3	.	0
S1P2 agonist	-4	-6	0	-6	-5	-4

[49] COc1ccccc1Oc1coc2c(CN(C)C)c(O)ccc2c1=O
[50] CC1Cc2ccccc2N1CC(=O)NC(=O)NCc1ccco1 (stereo not drawn)
[51] Cc1ccccc1-c1noc(-c2ccc(Cl)cc2)n1
[52] CCN(CC)c1ncnc2sc(C(=O)N3CCN(c4ccccc4)CC3)c(C)c12
[53] Clc1cccc(CSc2ncn(-c3ccccc3)n2)c1
[54] CN(C)c1cc[nH]c(=O)c1C#N

entry no.	49	50	51	52	53	54
Ecoli WT expand	8	4	-1	1	.	3
sEH act	5	8	-5	.	-8	4
PostGolgi yeast	8	10	-5	9	.	-2
sEH inhibitor	-1	-8	7	.	11	-7
PLAP act	1	1.2	0.9	1.5	.	1.2
S1P2 blocker	27	-3	-11	.	-1	-27
PostGolgi ctrl	2	-1	8	17	.	-1
Mac1 fbg inh	.	-32	.	8	.	-5
S1P2 agonist	-2	-4	-7	.	-1	-4

[55] Cc1cc(=O)[nH]c(SCC(=O)N2CCCc3ccccc32)n1
[56] CC(=O)NC1C(c2nc3ccccc3s2)=C(c2ccccc2)C(=O)N1c1ccc(C)cc1 (stereo not drawn)
[57] CCOc1ccc(-n2c(SC(C)C)nc3c(c2=O)SCC3)cc1
[58] c1ccc(CCNc2c3c(nc4ncnn24)CCC3)cc1
[59] CS(=O)(=O)N(CC(=O)O)c1cccc(Cl)c1
[60] CC1=CC(=C2C(=O)c3ccccc3C2=O)C=C(C)N1Cc1ccco1

entry no.	55	56	57	58	59	60
Ecoli WT expand	.	-7	-12	-1	-2	-2
sEH act	-14	15	.	-2	-7	24
PostGolgi yeast	.	64*	-6	-16	10	6
sEH inhibitor	19	-15	.	2	5	-24
PLAP act	.	1.1	0.8	0.8	0.8	1
S1P2 blocker	8	7	.	24	-2	3
PostGolgi ctrl	.	14	3	-2	6	37*
Mac1 fbg inh	.	2	-21	-5	-30	0
S1P2 agonist	-2	-10	.	-6	-6	-8

[61] Cc1ccc(C)c(Cn2c(CN(C)Cc3ccccc3)nc3c2c(=O)n(C)c(=O)n3C)c1
[62] Nc1nc(CN2CCN(c3ccccn3)CC2)nc(Nc2ccc(Cl)cc2)n1
[63] Nc1ccc(O)c(-c2nc3ccccc3s2)c1
[64] COc1ccccc1Nc1ncnc2c1oc1ccccc12
[65] COC(=O)c1ccc(N2CCN(S(=O)(=O)c3ccc(C)cc3)CC2)c([N+](=O)[O-])c1
[66] COc1ccccc1S(=O)(=O)Cc1ccc(C(=O)NC2CCCCC2)o1
[67] CCc1nnc(NCC(=O)N2CCc3ccccc32)s1
[68] CC1CCc2cccc3c2N1c1cc(C#N)c(C#N)cc1O3 (stereo not drawn)

entry no.	61	62	63	64	65	66	67	68
Ecoli WT expand	-6	16	4	-12	5	7	-3	-7
sEH act	10	4	14	-2	.	-45	12	5
PostGolgi yeast	3	15	-3	-3	-5	-5	1	3
sEH inhibitor	-6	-7	-13	1	.	46	-11	-5
PLAP act	1.7	1.7	1	0.8	0.9	1	1.8	0.8
S1P2 blocker	-19	12	-1	-2	29	-7	-4	0
PostGolgi ctrl	45*	4	-10	31*	30	1	5	9
Mac1 fbg inh	5	38	0	-12	25	-6	-23	.
S1P2 agonist	-4	-8	-8	-9	-7	-2	-3	-6

# Assay outcomes as filed in PubChem BioAssay.
